Anthrax LF prot = blocks Bacillus anthracis lethal factor protease | P15917 | multiplex microsphere protease cleavage assay, LF | inhibition, % at 10 µM | hit rate 0.12% among 360,000 | AID 588501; also: plate controls were buffer without enzyme for full effect and enzyme alone for no effect
PfHsp40 yeast = compounds rescuing yeast from Plasmodium falciparum HSP40 toxicity | AID 504582 | growth rescue, % at 12.5 µM | hit rate 0.68% among 340,000 | S. cerevisiae expressing PfHsp40, growth rescue, ATP luminescence; in the data active = growth rescue above about 28%, passing the limit was not always enough; inconclusive = no clear call, values can overlap the other calls;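 also: yeast W303a lacking pdr1 and pdr3 grown in galactose medium; growth measured after three days at 30 °C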
BoNT-F LC inh = blocks Botulinum neurotoxin F light chain protease | Multiplex microsphere protease cleavage assay, flow cytometry | inhibition, % at 10 µM | hit rate 0.22% among 360,000; in the data active = inhibition above about 35%, passing the limit was not always enough; inconclusive = no clear call, values can overlap the other calls; also: plate controls were buffer without enzyme for full effect and enzyme alone for no effect
FadD28 FP inh = inhibitors of Mycobacterium tuberculosis FadD28 bisubstrate binding. FadD28 bisubstrate probe binding, fluorescence polarization. inhibition, % at 12.5 µM. hit rate 0.22% among 360,000; in the data active = inhibition above about 8.5%, passing the limit was not always enough; inconclusive = no clear call, values can overlap the other calls
Mtb UGM inh = Mtb UDP-galactopyranose mutase inhibition; P9WIQ1; purified UGM, fluorescence polarization probe displacement; inhibition, % at 10 µM; hit rate 0.06% among 320,000; AID 504406; in the data active = inhibition above about 10%, passing the limit was not always enough; inconclusive = no clear call, values can overlap the other calls
Target sequence (P9WIQ1 whole entry, looked up): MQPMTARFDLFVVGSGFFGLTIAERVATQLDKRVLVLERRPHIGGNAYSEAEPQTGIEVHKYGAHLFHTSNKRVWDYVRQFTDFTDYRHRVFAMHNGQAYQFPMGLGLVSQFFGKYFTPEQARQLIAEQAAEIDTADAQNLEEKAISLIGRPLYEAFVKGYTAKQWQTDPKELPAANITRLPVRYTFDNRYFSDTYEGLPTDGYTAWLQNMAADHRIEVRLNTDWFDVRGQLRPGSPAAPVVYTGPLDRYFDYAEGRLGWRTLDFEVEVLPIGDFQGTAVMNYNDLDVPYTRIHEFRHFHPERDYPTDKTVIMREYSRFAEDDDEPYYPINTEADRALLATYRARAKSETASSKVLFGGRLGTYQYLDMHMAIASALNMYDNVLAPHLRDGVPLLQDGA
GDH-TPI inh = GDH-TPI coupled enzyme inhibition counter-screen | GDH-TPI coupled enzyme counterscreen, NADH absorbance | inhibition, % at 4.8 µM | hit rate 1.2% among 360,000; in the data active = inhibition above about 30%;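 also: 0% = DMSO wells and 100% = wells lacking the enzyme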
FBA Mtb inh = inhibitors of M. tuberculosis fructose-bisphosphate aldolase. P9WQA3. purified M. tuberculosis FBA, fluorescence read-out. inhibition, % at 1 µM. hit rate 2.3% among 360,000. AID 588726; in the data active = inhibition above about 27%;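 also: 0% = vehicle and 100% = reference inhibitor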
Target sequence (P9WQA3 whole entry, looked up): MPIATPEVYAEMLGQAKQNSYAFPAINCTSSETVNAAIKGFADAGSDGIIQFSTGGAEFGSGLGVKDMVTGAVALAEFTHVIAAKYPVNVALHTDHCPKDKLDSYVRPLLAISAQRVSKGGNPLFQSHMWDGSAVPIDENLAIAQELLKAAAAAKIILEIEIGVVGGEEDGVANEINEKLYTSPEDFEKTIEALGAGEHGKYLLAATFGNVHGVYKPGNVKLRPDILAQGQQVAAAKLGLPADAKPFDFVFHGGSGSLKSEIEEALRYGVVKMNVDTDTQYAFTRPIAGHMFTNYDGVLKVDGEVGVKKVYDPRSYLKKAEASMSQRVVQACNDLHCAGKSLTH
BoNT A protease = inhibitors of Botulinum neurotoxin A light chain protease; inhibition, % at 10 µM; AID 588499; multiplex microsphere protease substrate cleavage, flow cytometry; hit rate 0.17% among 360,000; also: plate controls were buffer without enzyme for full effect and enzyme alone for no effect
Mtb BioA inh = blocks M. tuberculosis BioA enzyme activity; purified M. tuberculosis BioA enzyme, plate reader; inhibition, % at 9.99 µM; hit rate 0.096% among 360,000; AID 602481; in the data active = inhibition above about 40%; inconclusive = no clear call, values can overlap the other calls
Active calls of the source: *; ? = inconclusive; · = not tested or not shown. Rule as the data show it, unless noted: active = inhibition above about 30%; inconclusive = no clear call, values can overlap the other calls; inactive = below that. Random draw from the library (roughly 4.7% active in at least one column).

SMILES | Anthrax LF prot | PfHsp40 yeast | BoNT-F LC inh | FadD28 FP inh | Mtb UGM inh | GDH-TPI inh | FBA Mtb inh | BoNT A protease | Mtb BioA inh
Fc1cccc(/C=N/Nc2cc(N3CCOCC3)ncn2)c1 | 3 | -1.2 | -3 | -3.1 | -3.0 | 11 | -1 | -1.8 | -0.4
CCOC(=O)[C@H]1[C@H]2COc3ccc(C)cc3[C@@H]2N2C(=O)c3cc(Cl)ccc3NC(=O)[C@@]12C | -9 | 1.6 | -3 | -4.4 | 0.9 | 9 | 0 | -0.4 | -1.0
O=C1[C@H]2[C@@H](c3ccc(C(F)(F)F)cc3)N[C@]3(CCCN(Cc4ccc(F)cc4)C3=O)[C@H]2C(=O)N1Cc1ccccc1 | -4 | · | -12 | -11 | · | 5 | -1 | -0.2 | -1.8
COC(=O)CSc1ccnc2cc(Cl)ccc12 | -5 | 0.2 | -7 | 0.2 | -1.4 | 1 | 3 | -0.7 | ·
O=C(NC(c1ccc(-c2ccccc2)cc1)c1cnccn1)C1CCN(Cc2cccc(C(F)(F)F)c2)CC1 (configuration not stated) | -2 | · | -4 | -2.1 | · | 4 | -1 | -0.5 | -1.6
COc1ccc(CNC(=O)c2[nH]c(C(F)(F)F)nc2-c2ccccc2)cc1OC | -2 | · | -4 | -0.3 | · | · | -1 | -0.1 | 0.5
CCOc1ccc(C(C)=O)cc1CSc1nnc(-c2ccncc2)n1CCOC | -2 | 0.9 | -3 | 0.4 | -0.1 | 5 | -2 | 2.2 | 14
COC(=O)/C=C/c1ccc(OC(=O)OC)c(OC(=O)OC)c1 | -1 | 0.2 | -4 | -2.1 | -1.1 | 2 | -2 | -0.3 | ·
Cc1ccc(NC2(c3nnnn3-c3c(C)cccc3C)CCCCC2)cc1 | 0 | 66* | 0 | -1.3 | 4.5 | -1 | 3 | -1.0 | ·
CC(CNc1ccccc1O)C(=O)O (configuration not stated) | -1 | 1.0 | -6 | 2.0 | 3.2 | 2 | 0 | -1.5 | ·
Fc1ccc(C2N(c3ccccc3)C(=S)N3CCCN23)cc1 (configuration not stated) | 10 | 0.9 | ? | -2.2 | -4.0 | 5 | -1 | -0.1 | 0.4
CCCCN(CCCC)CC(O)COc1ccccc1C(=O)Nc1ccccc1 (configuration not stated) | -4 | -1.0 | 1 | -2.6 | 0.4 | 1 | 1 | 0.5 | 4.6
CCN(CC)c1ccc(NC(=O)CN2CCN(CC(=O)Nc3ccccc3OC)CC2)cc1 | -4 | -0.8 | -5 | 0.1 | -0.3 | 5 | 3 | -0.1 | -0.8
Cc1c(NC(=O)/C(C#N)=C/c2cccs2)c(=O)n(-c2ccccc2)n1C | 1 | -0.4 | -3 | -2.4 | 1.4 | 28 | -1 | -0.2 | ·
CCc1ccc(NC(=O)C(=O)c2ccccc2NC(C)=O)cc1 | 3 | -0.8 | ? | -1.0 | 2.1 | 6 | 1 | ? | 0.2
Cc1ccc2c(c1)-c1c(cnn1CC(=O)N(CCC#N)c1ccccc1)CO2 | -9 | -1.3 | -6 | -4.1 | 0.5 | 0 | -3 | -0.7 | 1.8
Cc1cc(OC(=O)c2cccs2)ccc1C(C)C | 0 | 0.9 | -5 | -2.1 | 1.6 | -1 | -1 | 0.2 | ·
c1ccc2c(c1)nc(N1CCOCC1)c1ccccc12 | 0 | 0.5 | -4 | -2.1 | 2.7 | 1 | 1 | 0.2 | ·
COc1ccc(C(CC(=O)N2CCC3(CC2)OCCO3)NS(=O)(=O)c2ccc(OC)cc2)cc1 (configuration not stated) | -3 | -1.2 | 1 | -3.4 | 4.7 | 2 | 3 | 0.4 | 0.3
COC(=O)c1cnn(-c2ccccc2)c1-n1cccc1C=O | 1 | -0.1 | -1 | -2.1 | 4.9 | 13 | -2 | -0.6 | 0.1
CC(=O)NC(Cc1c[nH]c2ccccc12)C(=O)Nc1ccc2c(c1)OCO2 (configuration not stated) | 1 | -1.2 | -5 | -1.3 | -0.4 | -1 | 0 | 0.1 | -1.2
O=S(=O)(/N=S1/CC=CCN1S(=O)(=O)c1ccccc1)c1ccccc1 (configuration not stated) | -10 | -0.7 | -7 | -0.6 | -0.7 | 4 | -2 | 0.0 | -2.1
O=c1[nH]c(C2CCN(S(=O)(=O)/C=C/c3ccccc3)CC2)nc2c1nnn2Cc1ccccc1 | -4 | -0.7 | -2 | · | 0.7 | -7 | -2 | 0.3 | 0.7
S=C1N(c2ccccc2)CN(CCN2CCOCC2)CN1c1ccccc1 | -3 | · | ? | -3.2 | 0.8 | 6 | 3 | 0.0 | 1.7
COc1cc(/C=C2/SC(=S)N(CC(=O)O)C2=O)ccc1OC(=O)c1ccco1 | 1 | -0.7 | 1 | -0.7 | -4.0 | 11 | -5 | 0.3 | 6.8
Cc1ccc(C)c2sc(NC(=O)C3CC3)nc12 | -8 | 0.3 | 3 | -6.8 | 0.1 | 6 | -6 | -0.3 | -0.2
CCn1c(=O)c2cc(C(=O)N(C)c3ccccc3F)sc2c2ccccc21 | -6 | 3.0 | -7 | -16 | 1.2 | 14 | 2 | 0.3 | -1.9
Cc1ccc(C)c(OCc2nnc(SCC(=O)NC(=O)NCc3ccco3)o2)c1 | -7 | 1.7 | -5 | -1.5 | -2.3 | -3 | 0 | -0.8 | ·
O=C(Nc1ccccc1Cl)O/N=C/c1ccncc1 | -4 | -1.2 | -3 | -1.4 | -1.1 | 8 | -1 | -1.1 | ·
CCN(CC(=O)Nc1ccc2c(c1)OCCO2)C(=O)c1cccc(S(=O)(=O)N2CCOCC2)c1 | -4 | 0.3 | -1 | -0.1 | 2.3 | -8 | 3 | 0.5 | -5.0
COC(=O)c1c(-c2ccc(N(C)C)cc2)sc2ccc(OC)cc12 | 3 | 17 | -2 | -2.5 | -1.9 | 9 | 89* | 0.3 | -4.2
Cc1cc2c(c(C#N)c1C)NC=NC2C (configuration not stated) | -4 | · | -3 | -0.4 | · | 9 | 12 | -0.3 | -1.0
CCCCCCCCN1N=N[C@H]2[C@H]1[C@@H]1C[C@H]2N(C(=O)OC(C)(C)C)O1 | -7 | 0.3 | -9 | -0.5 | · | 11 | 7 | -0.5 | 0.5
O=C(Nc1ccc(Cl)cc1)Nc1cc(S(=O)(=O)N2CCOCC2)ccc1N1CCCC1 | 1 | 1.2 | -4 | -4.2 | 1.1 | 7 | 2 | -0.1 | ·
COC(=O)CNC(=O)C1CCN(S(=O)(=O)c2cccc3nsnc23)CC1 | -2 | 1.1 | -3 | -1.4 | -2.1 | 4 | -2 | -1.5 | -4.2
O=CNc1cc(-c2cccc(O)c2)cn2c(-c3ccc(F)cc3)cnc12 | -1 | · | -3 | -4.8 | · | -2 | 3 | -0.1 | -0.8
O=c1[nH]c(O)c(N=Nc2ccc(Cl)c(S(=O)(=O)Nc3ccccc3Cl)c2)c(=O)[nH]1 | -7 | -0.8 | -9 | 1.6 | 2.2 | 23 | -7 | -1.0 | -0.2
COc1cc(NC(=O)c2ccc(CNc3c(N4CCCC4)c(=O)c3=O)cc2)cc(OC)c1OC | -7 | 0.6 | -7 | -1.8 | 0.8 | 11 | -6 | -1.3 | -0.5
O=c1[nH]c2c(c(=O)n1-c1ccccc1)CCO2 | -5 | -0.1 | -1 | -0.8 | · | 7 | 4 | 0.6 | ·
COc1ccc(C(=O)COC(=O)CCCC(=O)NC2CCCCC2)cc1 | 0 | -0.9 | 1 | -3.4 | -2.0 | 2 | -1 | -0.9 | -1.3
Cc1cc(C(=O)NCCCn2ccnc2)cs1 | -2 | -1.0 | 5 | -2.2 | -2.8 | -1 | 1 | 0.2 | 0.1
CCOC(=O)c1c(C)oc(C)c(C(=O)OCC)c1=O | -4 | -0.2 | ? | -2.2 | 1.5 | 3 | 5 | 3.1 | -0.6
Cc1ccc(-c2nc(C)sc2CC(=O)Nc2nnc(C)s2)cc1 | -5 | -1.0 | 4 | -1.0 | 1.6 | 13 | 1 | 2.4 | 0.1
CC(=O)Nc1cc2c(cc1Cl)Cc1cc(Cl)ccc1-2 | -5 | 3.4 | -2 | 0.5 | · | 7 | 2 | -0.4 | 1.7
O=C(CSc1nnc2ccccn12)NCc1ccco1 | -6 | -0.1 | -3 | 0.8 | -2.3 | 3 | 7 | -2.3 | ·
Cc1cc(/C=N/NC(=O)C(O)(c2ccccc2)c2ccccc2)c(C)n1-c1ccc(C(=O)O)cc1 | 1 | 1.9 | 2 | 0.7 | 3.8 | 8 | 1 | 0.9 | ·
COc1cc(C(=O)O/N=C2/C=C(C)C(=O)C=C2C)cc(OC)c1OC | 2 | -0.7 | -8 | -1.5 | -0.2 | 4 | -1 | 0.0 | ·
Cc1ccn2c(C(=O)CSc3ccc(Cl)cc3Cl)c(C)nc2c1 | -1 | -0.1 | -4 | -0.1 | -1.1 | 3 | 3 | -0.3 | -1.3

Reprinted at random: four records from the list
SMILES | Anthrax LF prot | PfHsp40 yeast | BoNT-F LC inh | FadD28 FP inh | Mtb UGM inh | GDH-TPI inh | FBA Mtb inh | BoNT A protease | Mtb BioA inh
O=c1[nH]c(O)c(N=Nc2ccc(Cl)c(S(=O)(=O)Nc3ccccc3Cl)c2)c(=O)[nH]1 | -7 | -0.8 | -9 | 1.6 | 2.2 | 23 | -7 | -1.0 | -0.2
COc1ccc(C(=O)COC(=O)CCCC(=O)NC2CCCCC2)cc1 | 0 | -0.9 | 1 | -3.4 | -2.0 | 2 | -1 | -0.9 | -1.3
O=C(CSc1nnc2ccccn12)NCc1ccco1 | -6 | -0.1 | -3 | 0.8 | -2.3 | 3 | 7 | -2.3 | ·
Cc1cc(/C=N/NC(=O)C(O)(c2ccccc2)c2ccccc2)c(C)n1-c1ccc(C(=O)O)cc1 | 1 | 1.9 | 2 | 0.7 | 3.8 | 8 | 1 | 0.9 | ·

Next compounds follow.
SMILES | Anthrax LF prot | PfHsp40 yeast | BoNT-F LC inh | FadD28 FP inh | Mtb UGM inh | GDH-TPI inh | FBA Mtb inh | BoNT A protease | Mtb BioA inh
COc1ccc(-n2ccnc2CN2CCCC(CO)(Cc3cccc(OC)c3)C2)cc1 (configuration not stated) | 0 | -1.0 | -4 | -1.0 | -0.2 | 5 | 0 | 0.2 | ·
COc1cccc(N2CCN(c3ccc([N+](=O)[O-])cn3)CC2)c1 | -3 | 0.0 | -1 | -4.1 | -2.9 | 1 | 0 | 0.3 | -1.7
Cc1cccn2c(=O)c(C=O)c(Cl)nc12 | 0 | 1.0 | 11 | -0.2 | -2.7 | 21 | 6 | 0.3 | ·
COc1cc(/C=N/Nc2nc(C)cc(C)n2)ccc1O | 2 | · | 1 | -3.4 | · | 36* | -2 | -0.1 | -0.9
Cc1ccccc1C(=O)c1cn[nH]c1-c1ccccc1O | -1 | 1.4 | -7 | · | -4.3 | -6 | 3 | -2.1 | 1.3
COc1ccc(C(=O)N2CCN(C)C(C)C2)cc1OC1CCN(C(C)=O)CC1 (configuration not stated) | -1 | -0.7 | 8 | -0.3 | -0.8 | -4 | 1 | -0.6 | -0.2
COc1cccc(-n2c(SCC(=O)N3CCCCC3)nc3c([nH]c4ccccc43)c2=O)c1 | -6 | 0.8 | -7 | -0.5 | -0.1 | 5 | 1 | -1.2 | -1.0
c1ccc(CN2c3ccccc3-c3nc4ccccc4n3C2c2ccccn2)cc1 (configuration not stated) | -5 | 1.2 | 6 | -3.5 | 2.4 | 5 | 121* | 1.5 | -0.3
COc1cc(SC)ccc1C(=O)N1CCN(S(=O)(=O)/C=C/c2ccccc2)CC1 | -1 | 0.2 | 5 | -1.5 | · | 4 | 3 | 3.9 | -0.5
O=C(Nc1ccc(Cl)cc1)Nc1ccccc1CC[N+](=O)[O-] | -5 | -0.4 | -5 | -3.8 | -4.1 | -3 | -4 | -0.3 | -1.7
O=C(Nc1ccc(-c2nc3ccccc3o2)cc1)c1ccc(N2CCOCC2)c([N+](=O)[O-])c1 | -2 | -2.2 | 3 | -0.3 | 0.7 | 11 | -1 | 0.1 | ·
Cc1ccc(C)c(NS(=O)(=O)c2ccc3oc(=O)ccc3c2)c1 | -18 | -0.7 | -23 | -4.9 | 0.8 | 0 | -2 | -23 | 0.1
Clc1ccc(N=c2ssnc2Cl)cc1 | -2 | 3.6 | -3 | -3.8 | 0.0 | 5 | -2 | 0.3 | -0.8
